# Screening data (PubChem BioAssay)
# NTR1 agonist: agonists of NTR1, primary screen, imaging, U2OS cells, beta-arrestin-GFP, high content (AID 493036). NTR1-U2OS beta-arrestin-GFP spot imaging, agonist mode. activation, % at 20 µM. P30989. hit rate 0.17% among 330,000;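 active = activation at or above 40% of the spot to cytoplasm intensity ratio, with at least 20 cells analyzed; inconclusive = wells under 20 cells, flagged as cytotoxic or low count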;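 note: 0% = DMSO without peptide and 100% = 100 nM NTR1 peptide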
# Target sequence (P30989 whole entry, looked up): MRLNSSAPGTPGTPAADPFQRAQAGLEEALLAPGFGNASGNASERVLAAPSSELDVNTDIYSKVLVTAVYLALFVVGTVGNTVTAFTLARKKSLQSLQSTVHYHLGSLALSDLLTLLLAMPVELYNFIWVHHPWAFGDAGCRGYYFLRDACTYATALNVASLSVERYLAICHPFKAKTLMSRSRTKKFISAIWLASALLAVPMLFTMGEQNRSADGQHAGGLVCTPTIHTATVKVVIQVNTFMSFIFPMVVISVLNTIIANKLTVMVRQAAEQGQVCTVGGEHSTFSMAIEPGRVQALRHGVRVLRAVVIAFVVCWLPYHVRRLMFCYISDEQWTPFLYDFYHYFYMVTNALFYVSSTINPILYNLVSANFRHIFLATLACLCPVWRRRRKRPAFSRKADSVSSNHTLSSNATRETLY
# T cell HTS: T cell immune modulation candidate; calls only at 7 µM; hit rate 0.068% among 330,000; 2C CD8+ T cell-vesicle binding, flow cytometry; stronger effect = lower value;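 active = response, share of CD8 T cells binding vesicles, and their 90th percentile fluorescence all below set limits, cut at about 80% in these data, passing the limit was not always enough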
#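 Read-out – percent CD8+ FL2 mean versus row control · System – murine 2C transgenic CD8+ T lymphocytes · Times – 1.5 h cell–vesicle binding at 37 °C, then 20 min icy labelling · Control set – naked vesicles low, QL9 vesicles with vehicle high · Detection – cytometric PE anti-B7-1 and Alexa647 anti-CD8 signals after 1% paraformaldehyde fixation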
# Myeloid diff MLP: compounds promoting myeloid differentiation. AID 624256. hit rate 1% among 360,000. calls only at 10 µM. ER-HoxA9 myeloid progenitors, lysozyme-GFP differentiation, flow cytometry;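 active = normalized GFP-positive differentiation at or above the plate's own cutoff, the solvent-only control mean plus 3 SD; inconclusive = no clear call, values can overlap the other calls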;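 note: cells exposed to compound for four days before flow analysis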
# K1F lysis inhibition: protection from phage-mediated lysis, alamar blue read-out – E. coli UTI89, K1F phage, bacterial capsule biogenesis inhibitors (AID 488966) | hit rate 0.02% among 340,000 | inhibition, % at 100 µM; hits with a dose series show IC50 in µM | E. coli UTI89 K1F phage lysis, alamar blue, 2 h; higher % means a stronger effect;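 active = phage lysis inhibition, versus mean bacterial control, above a set limit; inconclusive = no clear call, values can overlap the other calls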;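 note: capsule biogenesis inhibitors block K1F phage lysis so surviving cells raise fluorescence; higher fluorescence means more inhibition of phage lysis; actives were called in the ten point dose series up to 300 µM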
# Salmonella PhoP GFP: inhibitors of PhoP regulon expression, primary screen, Salmonella Typhimurium, GFP reporter (AID 1863) | S. Typhimurium PhoP-regulated promoter GFP reporter, 4 h; higher % means a stronger effect | one-dose inhibition, % at 50 µM; IC50 in µM for titrated hits | hit rate 0.16% among 300,000;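 active = inhibition over 29.93%, a cutoff 3 SD above the screen mean, later confirmed by dose response; inconclusive = inhibition over 29.93% but no dose response follow-up; inactive = inhibition at most 29.93% or unconfirmed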;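 note: 0% = low Mg2+ inducing control and 100% = high Mg2+ repressing control; strong numbers were not always called active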
# Rac1 GTP hydrolysis: MgcRacGAP GTPase-activating activity inhibitors, confirmation, biochemical, ADP Hunter fluorescence; MgcRacGAP-stimulated Rac1 GTP hydrolysis, ADP Hunter fluorescence; higher % means a stronger effect; GST-tagged Rac1 F28L mutant substrate; one-dose inhibition, % at 30 µM; IC50 in µM for titrated hits; hit rate 0.6% among 340,000;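 active = first-screen hits whose inhibition reached a set limit at any dose in the follow-up dose series; inconclusive = inhibition above the set first-screen limit but never retested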;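 note: fluorescence reports GDP produced by GAP-driven GTP hydrolysis; strong numbers were not always called active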
# TNAP activation fold: human TNAP enzyme activators, primary screen, biochemical, luminescent, no phosphate acceptor, uHTS (AID 1001). purified TNAP, luminescent activation assay, no phosphate acceptor; higher activation fold means a stronger effect. activation fold at 20 µM, or EC50 in µM where a hit was titrated. hit rate 0.03% among 200,000; in the data active = activation fold from about 3, or a potency from the dose series; inactive = the rest, 99 in 100 with activation fold below about 1.6; note: many of its hits are not listed in these tables
# RSV CPE inhibition: RSV antiviral activity via CPE protection, HEp-2 cells, primary 10 µM value included (AID 2391); HEp-2 cells, RSV-induced CPE inhibition; higher % means a stronger effect; CPE inhibition, % at 10 µM; hits with a dose series show IC50 in µM; hit rate 0.13% among 310,000; in the data active = a potency from the dose series; inconclusive = CPE inhibition mostly from about 23% at the one dose, without a potency; inactive = the rest, 99 in 100 with CPE inhibition below about 21%; note: strong numbers were not always called active
# Large T inhibition: SV40 large T antigen inhibitors, biochemical (AID 1903) | SV40 large T antigen ATPase/helicase inhibition assay; higher % means a stronger effect | inhibition, % at 20 µM, or IC50 in µM where a hit was titrated | hit rate 0.39% among 310,000; in the data active = a potency from the dose series; inconclusive = inhibition mostly from about 32% at the one dose, without a potency; inactive = the rest, 99 in 100 with inhibition below about 32%; note: strong numbers were not always called active
# T cell HTS vesicle-bound %: also measured in T cell HTS; calls as there; double positive events, %; measured here: CD8+ vesicle-bound cell fraction;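 binding gate set so that unloaded-vesicle control wells show 10% double positive cells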
# NTR1 agonist cell count 20 µM: further read-out of NTR1 agonist, marked with its call; cell count; measured here: cell count, cytotoxicity flag
# Myeloid diff MLP GFP+ MAC1+ %: recorded beside Myeloid diff MLP, whose call it bears; GFP+ MAC1+ double positive, %; measured here: differentiation confirmed by MAC1 staining
# Numbers without * were called inactive; i = inactive; ? = inconclusive; / = no result given; + = active, no number; [ ] = dose if it differs, or a comment.
Compound,NTR1 agonist,NTR1 agonist cell count 20 µM,T cell HTS,T cell HTS vesicle-bound %,Myeloid diff MLP,Myeloid diff MLP GFP+ MAC1+ %,K1F lysis inhibition,Salmonella PhoP GFP,Rac1 GTP hydrolysis,TNAP activation fold,RSV CPE inhibition,Large T inhibition
NC(=S)Nn1c(CCC(=O)O)ccc1-c1ccccc1,-1.9,68,i,42.1,i,0.7,-6.5%,-4.5%,-8.5%,1,0.6%,5.1%
Cc1cc(NC(=O)COC(=O)c2ccc(NS(=O)(=O)c3ccc(C)c(C)c3)cc2)no1,-0.1,35,i,7.1,i,0.6,0.2%,8.0%,10.5%,1.1,0.6%,-0.1%
O=C1c2ccccc2C(=O)N1CCCCN(C(=O)c1cccc([N+](=O)[O-])c1)c1ccc(Cl)cc1,2.3,65,i,45.8,i,0.7,0.3%,2.6%,5.5%,1,60.5%,-2.3%
COc1ccc(NC(=O)CN2CCC(C)CC2)cc1,-0.1,45,i,50.7,i,1.7,1.1%,-0.6%,7.3%,1.1,-0.8%,-1.5%
Cc1cc(C(=O)CSc2nnc(N)s2)c(C)n1CCc1ccc(Cl)cc1,0.6,81,i,40.3,i,2.5,0.2%,6.5%,-0.6%,1,26.6%,11.0%
O=C(O)c1nccnc1C(=O)Nc1ccc(S(=O)(=O)N2CCOCC2)cc1,1.8,62,i,8.7,i,1.0,-2.1%,-7.4%,-14.1%,/,2.4%,8.8%
Cc1nc2ccc(Br)cn2c1NC(C)(C)C,2.1,61,i,33.9,i,5.6,i,5.7%,8.6%,1.1,-0.8%,9.3%
CCOc1ccc(NC(=O)c2cccc3ccccc23)cc1,1.6,60,i,67.8,+,1.4*,2.6%,-4.0%,4.7%,/,1.4%,0.5%
N#Cc1ccsc1NC(=O)CN1CCCCCC1,5.5,61,i,41.0,i,0.7,-0.6%,3.7%,0.5%,1.1,-0.2%,27.6%
Cc1c(C(=O)NCCN(C)C)oc2ccc(S(=O)(=O)N3CCCC3)cc12,-0.6,35,i,36.4,i,1.7,0.2%,9.2%,6.7%,/,-1.2%,-4.9%
N#CCc1c(C#N)c(N)nc(N2CCN(C=O)CC2)c1C#N,-0.4,51,i,7.5,i,0.2,0.8%,4.7%,2.6%,1.2,0.5%,9.0%
Cc1ccccc1C(=O)NC(=S)Nc1ccc(Oc2ccc(Cl)cc2)cc1,4.9,40,i,25.5,i,0.9,0.7%,11.8%,15.2%,1,-0.1%,6.1%
COc1ccccc1N1C(=O)CC(N2CCc3ccccc32)C1=O (stereo not given),-1.3,109,i,14.1,i,1.5,0.3%,1.9%,11.3%,1.1,0.0%,16.7%
Cc1cccc(CS(=O)(=O)Cc2ccc(C(=O)NCCN3CCCCC3C)o2)c1 (stereo not given),0.5,45,i,36.2,i,0.6,0.1%,-0.3%,11.7%,1.1,-2.0%,4.8%
CCOC(=O)[C@H]1CCC[C@@H](NS(=O)(=O)c2ccc(NC(C)=O)cc2)C1,-2.2,61,i,28.7,i,0.8,0.4%,1.4%,6.3%,1.1,3.1%,-5.4%
O=C(Nc1ccc(F)cc1)c1cccnn1,0.9,78,i,31.1,i,0.5,0.8%,2.6%,/,/,0.9%,9.7%
Nc1ccccc1SCC(=O)N1CCc2ccccc21,0.7,56,i,31.6,i,0.8,-0.1%,3.3%,-0.2%,1.1,-0.1%,11.6%
O=S(=O)(c1cc(Cl)ccc1Cl)N1CCc2ccccc21,/,/,i,31.9,i,0.5,-0.4%,12.4%,-1.2%,/,7.5%,2.2%
Cc1cc(C)c(S(=O)(=O)Nc2ccc(O)cc2)cc1C,-0.1,70,i,33.3,i,0.3,0.8%,10.3%,?,1,18.9%,48.1%
CC(C)Nc1nc2ccccc2c(=O)[nH]1,1.0,51,i,52.7,i,0.0,-2.6%,-1.8%,-2.4%,1.1,-0.1%,16.0%
CC(C)(C)S(=O)(=O)c1nc2ccccc2s1,-0.7,88,i,54.7,i,0.9,1.6%,2.8%,5.2%,1,0.3%,9.2%
O=C(COC(=O)c1cccc(S(=O)(=O)N2CCc3ccccc32)c1)Nc1ncc(C(F)(F)F)cc1Cl,1.0,48,i,46.7,i,0.4,3.6%,-7.8%,2.3%,0.9,2.3%,0.4%
N#CCSC1=Nc2ccccc2C2=NC(CCC(=O)N3CCN(c4ccccc4)CC3)C(=O)N12 (stereo not given),1.7,63,i,54.4,i,0.1,-0.5%,-5.5%,12.5%,1.1,0.8%,10.3%
O=c1[nH]cc(COCc2ccccc2)c(=O)[nH]1,2.2,67,i,10.8,i,6.4,-1.2%,11.6%,10.7%,1,1.2%,18.9%
Cc1ccc(C(=O)Nc2ccc(S(=O)(=O)N3CCOCC3)cc2)cc1,-0.2,35,i,28.2,i,0.1,-0.8%,10.1%,2.6%,1.1,1.1%,9.6%
COCC(=O)N(c1ccc(C(C)C)cc1)C1C=CS(=O)(=O)C1 (stereo not given),-0.1,35,i,25.2,i,4.3,5.2%,-12.6%,2.3%,1.1,0.1%,3.0%
CCOC(=O)CN1C(=O)N[C@@H](c2ccco2)C(C(=O)OC)=C1C,-4.1,86,i,30.3,i,3.0,0.2%,-6.3%,10.4%,/,0.2%,10.8%
CCc1cccc(N(C(=O)c2csnn2)C(C(=O)NC(C)(C)C)c2ccncc2)c1 (stereo not given),-0.4,35,i,48.0,i,0.5,-1.9%,-5.5%,-2.9%,1.1,0.2%,14.2%
COc1ccc([C@@H]2C=C(C(=O)O)O[C@H](OCCCCO)C2)cc1,1.7,85,i,18.6,i,1.5,-0.2%,-2.8%,-0.2%,/,2.2%,5.7%
O=C(Nc1nccs1)c1c(O)c2c([nH]c1=O)CCCC2,2.9,61,i,39.6,i,0.1,1.1%,1.9%,7.4%,/,8.6%,6.3%
CSCCC(NC(=O)c1ccc([N+](=O)[O-])cc1Cl)C(=O)OCC(=O)NC(=O)CN1CCCC1=O (stereo not given),0.7,74,i,54.7,i,0.3,1.3%[50 µM],-6.0%,-5.2%,/,0.1%,12.9%
Cc1cc(C)nc(N/N=C/c2ccccc2OCc2ccc(Cl)cc2)n1,5.6,54,i,42.7,i,0.5,0.0%,-5.4%,2.1%,1.1,19.5%,11.1%
CN(C)CCCCOc1ccc(Br)cc1Cl,-2.0,62,i,41.2,i,0.4,0.4%,-1.1%,19.9%,1.1,-2.6%,1.1%
C=CCNC(=O)c1ccncc1,-0.4,46,i,39.2,i,3.4,0.3%,1.8%,2.0%,1.1,-2.0%,6.3%
Cc1nnc(SCc2cnc(-c3ccccc3)o2)[nH]c1=O,-0.3,51,i,11.5,i,0.6,-3.9%,6.6%,6.8%,1.1,3.4%,1.9%
O=C(CCS(=O)(=O)c1ccc2c(c1)NC(=O)CO2)NCCc1ccc(Cl)cc1,0.1,59,i,23.6,i,1.1,0.0%,-3.4%,3.7%,/,-1.4%,-1.0%

# A section of the results above, for reference:
Compound,NTR1 agonist,NTR1 agonist cell count 20 µM,T cell HTS,T cell HTS vesicle-bound %,Myeloid diff MLP,Myeloid diff MLP GFP+ MAC1+ %,K1F lysis inhibition,Salmonella PhoP GFP,Rac1 GTP hydrolysis,TNAP activation fold,RSV CPE inhibition,Large T inhibition
Cc1ccc(C(=O)Nc2ccc(S(=O)(=O)N3CCOCC3)cc2)cc1,-0.2,35,i,28.2,i,0.1,-0.8%,10.1%,2.6%,1.1,1.1%,9.6%
COCC(=O)N(c1ccc(C(C)C)cc1)C1C=CS(=O)(=O)C1 (stereo not given),-0.1,35,i,25.2,i,4.3,5.2%,-12.6%,2.3%,1.1,0.1%,3.0%

# Later entries:
Compound,NTR1 agonist,NTR1 agonist cell count 20 µM,T cell HTS,T cell HTS vesicle-bound %,Myeloid diff MLP,Myeloid diff MLP GFP+ MAC1+ %,K1F lysis inhibition,Salmonella PhoP GFP,Rac1 GTP hydrolysis,TNAP activation fold,RSV CPE inhibition,Large T inhibition
COc1ccc(N(CC(=O)N2CCN(c3cccc(C)c3)C(C)C2)S(=O)(=O)c2c(C)n[nH]c2C)cc1 (stereo not given),-0.5,39,i,20.0,i,0.4,-0.1%,-4.1%,6.4%,1.3,1.5%,1.4%
O=C(CCSCc1ccccc1F)NCc1cccnc1,1.5,66,i,60.5,i,0.6,7.1%,-7.4%,-2.0%,1.1,0.1%,4.9%
CCCCNC(=O)c1ccc(N2CCOCC2)c(NS(=O)(=O)c2ccc(OC)cc2)c1,0.0,57,i,55.3,i,0.7,2.6%,15.1%,8.6%,1,-1.9%,4.5%
COC(=O)CN1C(=O)[C@H]2[C@@H](/C=C/c3ccccc3)N3C(=O)CN(Cc4ccc(-c5ccccc5)cc4)C(=O)[C@@]3(C)[C@H]2C1=O,-1.0,59,i,8.9,i,1.7,-1.8%,/,-16.7%,/,/,/
CC(=O)Nc1ccc(Nc2nc3ccccc3nc2NS(=O)(=O)c2ccccc2)cc1,0.3,71,i,38.7,i,0.1,-0.2%[50 µM],-16.4%,11.5%,/,0.3%,23.5%
CCCOc1ccc(CCC(=O)N/N=C/c2ccco2)cc1,0.1,43,i,46.5,i,0.3,/,-6.0%,/,/,/,11.7%
C[C@H](NC(=O)c1nc[nH]c1C(=O)NC(c1ccccc1)c1ccccc1)C(=O)OCc1ccccc1,28.7,49,i,56.5,i,0.4,1.5%,-2.5%,7.1%,/,4.6%,3.9%
CCCCN1C2CCCC1CC(NC(=O)c1ccccc1Cl)C2 (stereo not given),-1.4,56,i,57.9,i,0.5,0.9%,-6.3%,1.5%,/,1.8%,11.8%
Cc1ccnc(NC(=O)c2cccc3ccccc23)c1,0.1,67,i,8.8,i,1.1,1.7%,-6.0%,-2.2%,/,1.7%,11.4%
COc1cc(C2C3=C(Nc4nc(N)[nH]c(=O)c42)c2ccccc2C3=O)ccc1O (stereo not given),0.0,65,i,27.4,i,0.3,1.7%[50 µM],-3.5%,8.7%,/,2.3%,36.6%
COc1ccc(CC(=O)NNC(=O)CSc2nnc(C)n2-c2ccccc2)cc1,-1.5,72,i,18.4,i,0.8,1.9%[50 µM],1.7%,9.5%,2,1.3%,10.7%
Cc1ccc2c(Cl)c(C(=O)NCc3cccnc3)sc2c1,0.5,74,i,48.2,i,1.3,0.8%,12.2%,1.5%,1.1,0.7%,5.1%
